PfGluPho inh – PfG6PD (Plasmodium falciparum) enzyme inhibition; inhibition, % at 20 µM; PfGluPho enzyme, NADPH resazurin-diaphorase fluorescence; AID 504690; 350,000 tested, 0.78% active;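 active = inhibition reaching at least a set limit at 20 µM in the primary screen, cut at about 59% in these data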;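 also: 0% = DMSO wells with substrate and 100% = DMSO wells lacking glucose-6-phosphate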
hIAP activ – human IAP activation | purified human IAP, CDP-Star luminescence, 30 min; hits give high values; 1 = vehicle-only enzyme, 0 = enzyme-free background | 330,000 tested, 0.16% active | activation factor at 10 µM;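 active = activation factor of the enzyme at least 2-fold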; also: the source names both 10 and 20 µM as test concentration; values of inactives mirror those of a sister screen read the other way
hIAP block – human IAP inhibition; 330,000 tested, 0.12% active; AID 2544; P09923; inhibition, % at 10 µM; purified IAP, CDP-Star luminescence, 30 min;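 active = inhibition reaching a set limit with compound at 10 µM in the primary screen, cut at about 35% in these data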;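 also: plate controls were DMSO wells with enzyme for no effect and no-enzyme buffer wells for full effect; values of inactives mirror those of a sister screen read the other way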
A3A deaminase – blocks human APOBEC3A ssDNA deamination; P31941; recombinant A3A, FAM/TAMRA ssDNA deamination fluorescence; inhibition, % at 20 µM; 330,000 tested, 0.41% active; AID 493011;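 active = at least 40% inhibition at 20 µM here, with at most 30% in a related deaminase screen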;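 also: plate controls were A3A with DMSO for no effect and wells lacking A3A enzyme for full effect; some results filed as inactive read as strong as hits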
Target sequence (P31941 whole entry, looked up): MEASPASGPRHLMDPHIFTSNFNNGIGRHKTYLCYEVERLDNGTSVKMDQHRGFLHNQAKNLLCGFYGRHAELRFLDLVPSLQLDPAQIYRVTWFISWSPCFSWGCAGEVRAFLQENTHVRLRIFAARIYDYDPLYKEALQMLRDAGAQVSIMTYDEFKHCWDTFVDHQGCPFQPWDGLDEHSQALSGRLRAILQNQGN
HKDC1 inhibitor – blocks human hexokinase HKDC1 activity; recombinant HKDC1, G6PDH/diaphorase resazurin coupled fluorescence; 340,000 tested, 0.16% active; inhibition, % at 20 µM;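 active = inhibition above about 35% when tested at 20 µM, limit read from the data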;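 also: plate controls were DMSO wells with enzyme for no effect and DMSO wells lacking enzyme for full effect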
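test system = in-house recombinant HK5 (HKDC1) enzyme | amount = HKDC1 at 5 µg/mL | control set = DMSO-enzyme wells negative, buffer-substituted wells positive | compound = one dose of 20 µM, 1% DMSO | schedule = reaction time 90 min, room temperature, protected from light | technique = resorufin fluorescence at 613 nm | reagent = glucose with 1 mM ATP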
ATG4B inh – inhibitors of human ATG4B cysteine protease. Q9Y4P1. ATG4B cleavage of LC3-PLA2, NBD-HPC fluorescence, 1 h. inhibition, % at 8.33 µM. 340,000 tested, 0.51% active; in the data active = inhibition above about 40%
Target sequence (Q9Y4P1 whole entry, looked up): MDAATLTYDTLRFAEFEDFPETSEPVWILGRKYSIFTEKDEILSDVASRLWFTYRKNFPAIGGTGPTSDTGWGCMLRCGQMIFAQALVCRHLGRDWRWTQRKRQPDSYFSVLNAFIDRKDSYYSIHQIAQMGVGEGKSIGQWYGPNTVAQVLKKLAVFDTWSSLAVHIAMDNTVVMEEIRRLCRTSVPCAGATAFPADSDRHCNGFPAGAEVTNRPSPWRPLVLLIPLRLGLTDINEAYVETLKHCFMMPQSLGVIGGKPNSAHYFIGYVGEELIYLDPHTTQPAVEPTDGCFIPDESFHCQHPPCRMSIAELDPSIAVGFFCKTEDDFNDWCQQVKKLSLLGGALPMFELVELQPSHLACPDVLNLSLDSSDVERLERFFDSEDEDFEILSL
mIAP inh – mouse IAP inhibition; purified mouse IAP, CDP-Star luminescence, 30 min; inhibition, % at 10 µM; 330,000 tested, 0.2% active;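 active = inhibition of at least 40% at 10 µM in the primary screen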;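 also: plate controls were DMSO with enzyme for no effect and no enzyme wells for full effect; values of inactives mirror those of a sister screen read the other way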
mIAP act – increases mouse intestinal alkaline phosphatase activity; activation factor at 10 µM; AID 2805; muIAP, CDP-Star luminescence, 30 min; hits give high values; 1 = vehicle-only enzyme signal, 0 = enzyme-free wells; 330,000 tested, 0.24% active;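 active = activation factor of at least 2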; also: the source names both 10 and 20 µM as test concentration; values of inactives mirror those of a sister screen read the other way
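Assay system: mouse IAP enzyme / Compound: DMSO-dissolved test compounds / Timing: 30 min, room temperature / Measured by: luminescence from enzymatic CDP-Star hydrolysis / Control set: DMSO-only wells, enzyme-free buffer wells as negative control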
* hit, by the source's call.

SMILES	PfGluPho inh	hIAP activ	hIAP block	A3A deaminase	HKDC1 inhibitor	ATG4B inh	mIAP inh	mIAP act
COc1ccc(C(Nc2ccc(S(=O)(=O)N3CCOCC3)cc2)C(=O)NCCC(C)C)cc1OC (stereo not given)	16	1	-1	-4	-4	-8	-12	1.1
COc1ccc(C2(C(=O)Nc3ccc(C(=O)O)cc3)CCOCC2)cc1	-11	1	-4	-3	-8	1	-6	1.1
CCc1nc(C#N)c(N2CCOCC2)o1	18	1.1	-5	0	1	0	-11	1.1
CCOC(=O)c1ccccc1NC(=S)N1CCN(C2CCCCC2)CC1	-3	0.96	4	-1	-4	0	-4	1
O=C(Nc1ccc(Br)cc1F)c1ccncc1	-4	1.1	-11	-3	-5	-6	3	0.97
CC1(C)CC(NC(=O)c2cc(Cl)ccc2Cl)CC(C)(C)N1	22	0.89	11	2	-4	7	8	0.92
Cc1ccc(Cl)c2c1NC(=O)C2(O)CC(=O)c1ccc(Br)cc1 (stereo not given)	-12	0.96	4	0	7	-4	-7	1.1
O=C(OCc1ccccc1)c1cccc(-c2nnc(-c3ccccc3)o2)c1	21	1	-2	2	-8	9	7	0.93
Cc1ccc(-c2noc(CSc3nnnn3C3CCCCC3)n2)cc1	24	0.96	4	-3	-2	4	0	1
Cc1ccc(-n2ccnc(SCC(=O)NCCc3ccccc3)c2=O)cc1F	13	1	0	-3	-3	-14	25	0.75
CCN(C[C@H]1N[C@@](CC)(C(=O)OC)[C@H]2C(=O)N(Cc3ccccc3)C(=O)[C@@H]12)C(=O)c1ccc(C)cc1	10	0.84	16	-1	0	-9	8	0.92
Cc1cc(C)cc(N(C(=O)c2csnn2)C(C(=O)NC(C)(C)C)c2ccccn2)c1 (stereo not given)	-26	1.1	-11	-2	-3	2	-3	1
O=C(COC(=O)c1ccc(Cl)c(S(=O)(=O)N2CCOCC2)c1)Nc1ccc2[nH]c(=O)[nH]c2c1	1	0.93	7	9	-2	-3	-4	1
COc1ccc(-c2nc(-c3ccccc3)nc(N3CCN(C)CC3)c2C#N)cc1	9	0.88	12	-2	-1	-11	13	0.87
Cc1ccc(N=Nc2c(O)n(CN3CCOCC3)c3ccccc23)cc1	34	1.1	-15	-2	7	7	13	0.87
CCOc1ccc(S(=O)(=O)Nc2ccccc2C(=O)NCc2ccco2)cc1	-26	0.9	10	-2	3	2	-6	1.1
COc1cc(OC)c(C(=O)OCC(=O)NCC2CCCCC2)cc1OC	-2	0.99	1	13	-2	-16	6	0.94
C/C(=N\Nc1ccc([N+](=O)[O-])cc1[N+](=O)[O-])C(C)(C)C(C(=O)O)C(=O)O	-13	0.69	31	5	-5	-4	8	0.92
Cc1cc(=O)[nH]c(SCc2ccc(Cl)cc2)n1	7	1.1	-6	-2	-1	-4	2	0.98
Cc1ccccc1COC(=O)CN1C(=O)NC2(CCCC2)C1=O	18	1.1	-9	-2	-3	0	10	0.9
COc1cc(NC(=O)CN(C)CCOc2ccccc2)c(C)cc1[N+](=O)[O-]	5	1	-4	-4	1	-3	10	0.9
COc1ccc(-c2n[nH]c(C)c2-c2ccc(Cl)cc2)c(O)c1	-12	1.6	-55	2	-7	1	-4	1
O=C(COc1ccccc1Cl)NNC(=O)Cn1[nH]c(=O)c2ccccc2c1=O	10	1.5	-49	0	0	-8	6	0.94
O=C(N/N=C/c1cn(-c2ccccc2)nc1-c1cc2ccccc2o1)c1cccnc1	21	0.93	7	-3	-7	-52	13	0.87
COc1ccccc1NS(=O)(=O)c1ccc(O)c(C(=O)OCC(=O)c2ccc(Cl)cc2Cl)c1	-16	1	-4	2	1	9	6	0.94

Single entries from the results shown:
hIAP block with `O=C(COC(=O)c1ccc(Cl)c(S(=O)(=O)N2CCOCC2)c1)Nc1ccc2[nH]c(=O)[nH]c2c1` → 7
PfGluPho inh with `COc1ccc(C(Nc2ccc(S(=O)(=O)N3CCOCC3)cc2)C(=O)NCCC(C)C)cc1OC` (stereo not given) → 16

Quoted at random: six records from the list.
SMILES	PfGluPho inh	hIAP activ	hIAP block	A3A deaminase	HKDC1 inhibitor	ATG4B inh	mIAP inh	mIAP act
O=C(COc1ccccc1Cl)NNC(=O)Cn1[nH]c(=O)c2ccccc2c1=O	10	1.5	-49	0	0	-8	6	0.94
COc1ccc(-c2nc(-c3ccccc3)nc(N3CCN(C)CC3)c2C#N)cc1	9	0.88	12	-2	-1	-11	13	0.87
Cc1ccc(Cl)c2c1NC(=O)C2(O)CC(=O)c1ccc(Br)cc1 (stereo not given)	-12	0.96	4	0	7	-4	-7	1.1
O=C(N/N=C/c1cn(-c2ccccc2)nc1-c1cc2ccccc2o1)c1cccnc1	21	0.93	7	-3	-7	-52	13	0.87
COc1ccc(C2(C(=O)Nc3ccc(C(=O)O)cc3)CCOCC2)cc1	-11	1	-4	-3	-8	1	-6	1.1
O=C(OCc1ccccc1)c1cccc(-c2nnc(-c3ccccc3)o2)c1	21	1	-2	2	-8	9	7	0.93

Continued.
SMILES	PfGluPho inh	hIAP activ	hIAP block	A3A deaminase	HKDC1 inhibitor	ATG4B inh	mIAP inh	mIAP act
CC(C)c1ccc(NC(=O)C(c2ccccc2)N(Cc2ccco2)C(=O)CC2NC(=O)NC2=O)cc1 (stereo not given)	5	1.1	-14	4	0	-8	4	0.96
CCOc1ccc(NC(=O)CCNC(=O)Cn2ccc3ccccc3c2=O)cc1	-5	1.1	-7	-3	-3	0	5	0.95
CCN(C(=O)CSc1nnc2ccccn12)c1c(N)n(Cc2ccccc2)c(=O)[nH]c1=O	-18	1	-5	-9	-2	7	6	0.94
Cn1c(N)c(C(=O)c2ccccc2)c(=O)n(C)c1=O	-6	0.81	19	-1	-6	-1	-1	1
Cc1ccc2c(COC(=O)c3ccc(C)c(C)c3)cc(=O)oc2c1	-11	0.82	18	-2	-4	-8	-1	1
COc1ccc(-n2nnnc2Sc2ccc(S(=O)(=O)N3CCOCC3)cn2)cc1	47	1	-4	-2	0	-3	-3	1
CC(NC(=O)c1ccco1)C(=O)Nc1nccs1 (stereo not given)	0	1.1	-13	-3	-7	-7	-14	1.1
CC(C)C(=O)Nc1cccc(NC(=O)c2cccc([N+](=O)[O-])c2)c1	15	0.82	18	-1	-7	-6	3	0.97
CC(C)Oc1ccc(C(=O)Nc2c3c(nn2C(C)(C)C)CS(=O)(=O)C3)cc1	1	1.1	-8	-6	-2	-9	-4	1
C/C(=N\NC(=S)Nc1ccc(F)cc1)C1CC1	-17	0.94	6	2	8	-12	15	0.85
COC(=O)c1ccc(-n2c(C)cc(C(=O)CCl)c2C)cc1	-4	1.1	-7	4	26	-7	2	0.97
Cc1ccc2c(c1)CC(C)N2S(=O)(=O)c1nnc(NC(=O)CC(C)C)s1 (stereo not given)	-6	1.1	-7	-1	-6	-4	5	0.95
CCCN(CC(=O)Nc1ccc(F)c(F)c1F)CC(=O)Nc1c(Cl)cccc1Cl	8	0.98	2	3	-4	1	-4	1
Cc1ccc(-c2ocnc2C(=O)Nc2ccccc2C(=O)N2CCCC2)cc1	-10	0.88	12	-3	-1	-7	10	0.9
O=C(NCCc1nc2ccccc2[nH]1)c1ccc(F)cc1	0	1	-2	12	-4	-5	18	0.82
COc1ccccc1-c1nnc(SCC(=O)c2ccc(C3CCCCC3)cc2)n1Cc1ccco1	-3	0.84	16	-4	6	39	12	0.88
COc1ccccc1-n1c(C)nc2cc(C(=O)NCc3ccc4c(c3)OCO4)ccc21	21	1	-3	-3	-10	34	5	0.95
CCN1C(=O)/C(=C2/Sc3ccccc3N2CC)S/C1=N\c1ncn[nH]1	1	1.3	-30	-3	-5	-19	8	0.92
COc1ccc2nc(SCC(N)=O)cc(C)c2c1	-2	1	-4	-1	0	12	0	0.99
O=C(NNC(=O)C1CCN(c2ncccn2)CC1)c1ccc(Cl)cc1	-6	1.1	-7	2	-13	4	-3	1
CCOC(=O)Cc1c(C)nc2c(-c3cccc(Br)c3)c[nH]n2c1=O	-11	1.3	-26	-5	-6	-3	10	0.9
COc1ccc(Cl)cc1NC(=O)c1cc(-c2ccccc2O)n[nH]1	3	1.9	-86	0	-3	5	-4	1
Cc1ccc(C)c(NC(=O)Nn2cnnc2)c1	-9	0.95	5	2	-2	2	1	0.99
Cc1ccc2cccc(S(=O)(=O)Nc3c(C)n(C)n(-c4ccccc4)c3=O)c2n1	-1	0.85	15	1	-13	-9	1	0.99
CC1CCCCC12NC(=O)N(CC(=O)Nc1ccc3c(c1)OCCCO3)C2=O (stereo not given)	-2	0.87	13	-2	-5	-54	1	0.99
(more compounds)
SMILES	PfGluPho inh	hIAP activ	hIAP block	A3A deaminase	HKDC1 inhibitor	ATG4B inh	mIAP inh	mIAP act
Cc1ccc(S(=O)(=O)N2CCCC(C(=O)NCc3ccccn3)C2)cc1 (stereo not given)	3	1	0	0	-1	-4	-2	1
O=C(Cn1c(SCC(=O)N2CCc3ccccc32)nc2ccccc21)NC1CCCC1	0	1.1	-13	-15	3	-1	-1	1
CCOCCCNC(=S)N1CCN(CC)CC1	9	1	-4	-2	-7	-10	7	0.93
CCOC(=O)c1ccc(NC(=O)C2(c3ccccc3)CCOCC2)cc1	-6	0.85	15	-3	-3	2	-3	1
O=C(CCNC(=O)C1CCN(S(=O)(=O)c2ccccc2)CC1)NCc1cccc(C(F)(F)F)c1	-5	1.1	-7	-4	0	-4	-4	1
CN(C(=O)COC(=O)Cc1c[nH]c2ccccc12)c1c(N)n(Cc2ccccc2)c(=O)[nH]c1=O	-3	1.2	-22	0	0	-11	-1	1
COc1ccc(-n2nnnc2SCC(=O)NC2CCCC2)cc1OC	2	0.97	2	-1	-4	3	-2	1
CCC1CCCCN1C(=O)Cn1c(C(=O)OC)cc2sc(Cl)cc21 (stereo not given)	-7	1.1	-11	6	6	-3	-5	1.1
CC(C)OCCCNC(=O)c1ccc(C2SCC(=O)N2Cc2ccco2)cc1 (stereo not given)	6	1.1	-10	6	-3	-8	12	0.88
O=C(O)c1ccc(CNC(=O)C2CCCN2C(=O)OCc2ccccc2)cc1 (stereo not given)	-2	1	-1	-3	-4	-1	3	0.97
O=C(O)c1cc([N+](=O)[O-])cc2c1nnn2O	-2	0.71	29	1	7	-5	20	0.8
O=C(CSc1ccccc1)N1CCC(N2CCC(C(=O)N3CCCC3)CC2)CC1	-10	0.87	13	5	-2	0	0	1

Screens: PubChem, Sanford-Burnham Center for Chemical Genomics
